GPR35 antagonists: inhibition of zaprinast-stimulated GPR35 beta-arrestin translocation – imaging, U2OS, beta-arrestin-GFP, zaprinast agonist, primary screen (AID 2058); U2OS GPR35 beta-arrestin-GFP translocation imaging, zaprinast antagonism; higher % means a stronger effect; 290,000 tested, 0.052% active; inhibition, % at 10 µM; hits with a dose series show IC50 in µM;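 active = inhibition of at least 50% with at least 30 cells and total cytoplasm GFP at most 10,000,000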
NOD1 inhibition: NOD1 signaling inhibitors, primary screen, cell-based, luminescence, uHTS (AID 1578). NOD1-driven NF-kB luciferase reporter cells, luminescence; higher % means a stronger effect. inhibition, % at 4 µM; hits with a dose series show EC50 in µM. 290,000 tested, 1% active; in the data active = inhibition mostly above about 36%, no sharp cut-off; inactive = mostly below about 34%;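 also: HEK-293T reporter cells stimulated with the NOD1 agonist gamma-tri-DAP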
GPR55 antagonists: inhibition of LPI-stimulated GPR55 beta-arrestin translocation – imaging, U2OS, beta-arrestin-GFP, LPI agonist, primary screen (AID 2013); U2OS GPR55 beta-arrestin-GFP translocation imaging, LPI antagonism; higher % means a stronger effect; 290,000 tested, 0.13% active; inhibition, % at 10 µM, or IC50 in µM where a hit was titrated;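 active = spots per cell inhibited over 60%, with over 100 cells counted and total cytoplasm intensity under 500,000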;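 also: U2OS cells stably carrying GPR55 and arrestin-GFP stimulated by 5 µM LPI near EC80; imaged beta-arrestin-GFP aggregate spots per cell after agonist stimulation; plate controls were LPI-stimulated DMSO wells for no effect and DMSO wells without LPI for full effect; some results filed as inactive read as strong as hits; confirmed hits need IC50 under 10 µM and bright autofluorescent wells are also inconclusive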
AID2073: disruptors of CaV2.2 binding to Mint1 – biochemical, HTRF (AID 2073). HTRF protein-protein interaction, Mint1-CaV2.2; higher % means a stronger effect. inhibition, % at 20 µM; hits with a dose series show IC50 in µM. 290,000 tested, 0.19% active; in the data active = inhibition mostly above about 51%, no sharp cut-off; also: some results filed as inactive read as strong as hits
KOR beta-arrestin-1: KOR antagonists, beta-arrestin recruitment, cell-based, luminescence, uHTS (AID 1778). 290,000 tested, 0.091% active. KOR beta-arrestin recruitment, luminescence, antagonist mode; higher % means a stronger effect. inhibition, % at 10 µM; hits with a dose series show IC50 in µM; in the data active = inhibition above about 50%; also: strong numbers were not always called active
GPR55 activation: selective activators of receptor GPR55 – imaging, U2OS cells, beta-arrestin-GFP redistribution, primary screen (AID 1961). U2OS GPR55 beta-arrestin-GFP redistribution imaging; higher % means a stronger effect. one-dose activation, % at 10 µM; EC50 in µM for titrated hits. 290,000 tested, 0.048% active;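 active = activation above 40% with more than 50 cells counted in the well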;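 also: U2OS osteosarcoma cells stably expressing GPR55 and beta-arrestin-GFP; plate controls were DMSO negative control for no effect and LPI positive control for full effect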
KOR beta-arrestin-2: KOR agonists, beta-arrestin recruitment, primary screen, cell-based, luminescence, uHTS (AID 1777). activation, % at 10 µM, or EC50 in µM where a hit was titrated. 280,000 tested, 0.02% active. KOR beta-arrestin recruitment, luminescence; higher % means a stronger effect; in the data active = activation above about 50%, passing the limit was not always enough; also: a part of the inactive calls stands beside numbers as strong as those of hits
HIV fusion peptide: inhibitors of HIV fusion peptide binding, primary screen, biochemical, uHTS, fluorescence dequenching (AID 1986). inhibition, % at 20 µM, or IC50 in µM where a hit was titrated. cell-free peptide binding, fluorescence dequenching, 30 min; higher % means a stronger effect. 290,000 tested, 0.3% active; in the data active = inhibition mostly above about 52%, no sharp cut-off; inactive = mostly below about 76%; also: some results filed as inactive read as strong as hits
SIAH1 antagonists: Siah-1 peptide-binding antagonists, primary screen, biochemical, fluorescence polarization, rhodamine-plectin, uHTS (AID 1817); Siah-1 / rhodamine-plectin peptide fluorescence polarization; higher % means a stronger effect; one-dose displacement, % at 20 µM; IC50 in µM for titrated hits; 290,000 tested, 0.02% active;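 active = displacement of at least 50% at 20 µM, with a fluorescence ratio check between 0.3 and a set limit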;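 also: plate controls were Siah plus tracer with DMSO for no effect and tracer alone without Siah for full effect; strong numbers were not always called active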
* = called active by the depositor; / = no result given; [ ] = remark or other dose.

No.	GPR35 antagonists	NOD1 inhibition	GPR55 antagonists	AID2073	KOR beta-arrestin-1	GPR55 activation	KOR beta-arrestin-2	HIV fusion peptide	SIAH1 antagonists	Molecule
1	2%	-15%	2%	2%	-40%	-0.1%	2.1%	3.3%	-2%	O=C(Nc1ccnn1C1CCN(Cc2cc3ccccc3[nH]2)CC1)C1CCOC1 (configuration not stated)
2	5%	11%	5%	3%	28%	0.0%	-6.4%	-1.6%	0%	CCn1c(=O)cc(SCC(=O)Nc2ccc(OC)c(OC)c2)c2ccccc21
3	0%	-17%	-2%	0%	-39%	0.9%	7.0%	8.9%	-3%	Cc1ccc(Cn2nnc3c(=O)n(CC(=O)N4CCCc5ccccc54)cnc32)cc1
4	9%	-23%	3%	-1%	-23%	-0.4%	0.6%	1.6%	5%	COc1cc(C(=O)N[C@@H](C)C(=O)NCc2ccco2)cc(OC)c1OC
5	-1%	-5%	-4%	-4%	21%	-0.3%	3.9%	-0.1%	13%	CN(C)N=Nc1nc2c([nH]1)c(=O)n(C)c(=O)n2C
6	-2%	-10%	-5%	1%	-10%	0.3%	-0.4%	-0.8%	-2%	O=C(CCN1C(=O)c2ccccc2C1=O)NCCN1CCOCC1
7	0%	-46%	-12%	28%	-2%	-0.1%	-0.3%	-0.2%	0%	Brc1cc(Br)c2nc(-c3cccs3)ccc2c1
8	0%	-10%	-1%	-2%	-16%	-0.3%	-1.1%	4.1%	-1%	Cc1ccnc(NS(=O)(=O)c2ccc(NC(=O)CCc3ccccc3)cc2)n1
9	-11%	-44%	-3%	-6%	-11%	0.1%	-0.3%	0.4%	0%	Cn1cc2cc(NC(N)=S)ccc2n1
10	-8%	-7%	8%	4%	1%	-0.2%	-3.3%	0.8%	1%	C[n+]1ccccc1C1CCCC/C1=N\Nc1ccc([N+](=O)[O-])cc1[N+](=O)[O-] (configuration not stated)
11	-1%	6%	3%	-6%	-11%	0.1%	0.5%	0.4%	-3%	O=C(CCNS(=O)(=O)c1cccs1)N1CCN(c2ccc(F)cc2)CC1
12	26%	-17%	-8%	-19%	-4%	-0.1%	8.5%	-1.5%	1%	CCCc1ccc(C(=O)NNc2cc(Cl)ccc2Cl)cc1
13	21%	-32%	-10%	-1%	2%	0.7%	-0.9%	1.1%	-1%	CCC(C)NC(=O)CN(c1ccc(Cl)c(Cl)c1)S(C)(=O)=O (configuration not stated)
14	-2%	2%	10%	-9%	-2%	-0.2%	-1.9%	-0.8%	6%	N#CN(Cc1ccccc1)Cc1ccccc1
15	10%	12%	-27%	6%	6%	-0.3%	12%	2.0%	2%	O=C(C(c1ccccc1)c1ccccc1)N(Cc1ccco1)C1CCS(=O)(=O)C1 (configuration not stated)
16	21%	17%	13%	6%	31%	-0.1%	-6.7%	-1.5%	-4%	CCOc1cc(/C=C2\SC(=NC)N(C)C2=O)c(Br)cc1OC(C)=O
17	16%	-21%	10%	9%	-28%	-0.1%	4.5%	3.8%	1%	COC(=O)CC(NS(=O)(=O)c1cccs1)c1ccc2c(c1)OCO2 (configuration not stated)
18	1%	-28%	-6%	-6%	-11%	0.2%	-1.4%	8.6%	7%	CCCCNC(=O)c1onc(CSc2cc(C)cc(C)c2)c1C(=O)O
19	-12%	-14%	14%	3%	7%	-0.2%	-5.5%	-1.0%	7%	CCCN1CCC(NC(=O)Cc2ccccc2OC)CC1
20	-3%	-12%	1%	-1%	4%	-0.1%	4.0%	-3.7%	5%	Cc1ccc(SCC(=O)N(Cc2nc(-c3ccccc3)no2)C(C)C)cc1
21	-10%	5%	0%	8%	1%	1.2%	-1.0%	3.1%	2%	CCS(=O)(=O)Nc1cccc(C2=NN(S(=O)(=O)c3ccc(C)cc3)C(c3ccco3)C2)c1 (configuration not stated)
22	15%	-20%	5%	-8%	9%	-0.3%	-1.7%	2.1%	0%	CCCN(CC(=O)Nc1ccc(NC(C)=O)cc1)CC(=O)Nc1ccc(F)c(F)c1F
23	0%	8%	11%	-14%	-7%	-0.2%	1.0%	2.7%	-1%	COC(OC)c1nc(SCC(=O)Nc2cccc(Cl)c2)ncc1C(=O)O
24	-12%	15%	-13%	-7%	-14%	0.0%	1.6%	-1.6%	3%	Cc1nn(Cc2c(F)c(F)c(F)c(F)c2F)c(C)c1NC(=O)c1ccc(COc2ccccc2Cl)o1

Values by screen from the entries so far:
SIAH1 antagonists, nos. 17–23, in order: 1%, 7%, 7%, 5%, 2%, 0%, -1%

(listing goes on)
No.	GPR35 antagonists	NOD1 inhibition	GPR55 antagonists	AID2073	KOR beta-arrestin-1	GPR55 activation	KOR beta-arrestin-2	HIV fusion peptide	SIAH1 antagonists	Molecule
25	-7%	-11%	12%	-11%	33%	-0.2%	-7.1%	-1.6%	8%	O=C(Nc1ccc(Cl)cc1C(=O)NCc1cccnc1)c1ccco1
26	-7%	-22%	2%	14%	-28%	0.0%	3.3%	-0.9%	-8%	CCCc1cc(=O)oc2cc(OCC(=O)Nc3ccc(CN4CCOCC4)cc3)c(Cl)cc12
27	-2%	-28%	12%	8%	-28%	0.5%	2.7%	-0.1%	5%	COC(=O)Cn1c(=NC(=O)CN2C(=O)CCC2=O)sc2cc(S(N)(=O)=O)ccc21
28	9%	-5%	8%	8%	-1%	0.3%	1.4%	-1.1%	-5%	Cc1cccc(N(CC(=O)NC2CCCC2)C(=O)CCC(=O)Nc2ccccn2)c1
29	5%	11%	6%	3%	22%[20 µM]	0.7%	-3.4%	-0.5%	-2%	Cc1cccc(N2C(=O)CC(N3CCN(c4ccc(Cl)cc4)CC3)C2=O)c1 (configuration not stated)
30	4%	-12%	5%	6%	7%	0.5%	-0.3%	0.9%	4%	NC(N)=Nc1nc2ccccc2o1
31	-13%	-41%	4%	-8%	/	-0.2%	-1.7%	-1.4%	4%	Cc1ccc(C(=O)CSc2nnc(C)s2)cc1
32	-13%	18%	3%	-10%	-9%	0.2%	4.3%	0.0%	-9%	CCCCCCC1C(C#N)=C(N)OC2=C1C(=O)CCC2 (configuration not stated)
33	4%	-40%	17%	-6%	21%	-0.1%	-1.5%	-2.6%	1%	CCOc1cccc(CNn2cnnc2)c1OCc1ccccc1Cl
34	0%	10%	-2%	-7%	2%	-0.1%	-4.8%	-1.7%	2%	Cc1cc(NC(=O)CSc2nc(C(C)C)nc3sc(C)c(C)c23)no1
35	15%	-16%	-2%	3%	-72%	-0.1%	-4.5%	-0.6%	7%	Cc1nc2ccn(Cc3ccccc3)c(=O)c2cc1C(=O)N1CCN(c2ccc(F)cc2)CC1
36	5%	0%	-8%	41%	-19%	0.2%	-2.8%	0.4%	-2%	Cc1nc(N2CCN(c3ccccn3)CC2)c2c(C)c(C(=O)Nc3c(C)cc(Br)cc3C)sc2n1
37	20%	74%*	-20%	-25%	-2%[20 µM]	-0.2%	-3.3%	0.5%	-6%	CN(C)c1ccc(Nc2nc(N)c3ccccc3n2)cc1
38	6%	-60%	21%	31%	5%	0.3%	-1.0%	0.7%	-12%	O=C(Nc1ccc2c(c1)COC2=O)c1ccc(Cl)c(Cl)c1
39	-7%	-10%	8%	3%	-4%[20 µM]	0.2%	-0.7%	1.2%	7%	CN(C)/C=C(\C=O)c1cccc(Cl)c1
40	3%	-10%	0%	10%	-82%[20 µM]	-0.2%	/	3.0%	-3%	COc1ccc(CC(=O)Nc2ccc(C(C)=O)cc2)cc1
41	10%	-31%	-2%	-6%	-20%[20 µM]	-0.1%	-1.9%	-0.9%	10%	Nn1c(SCc2ccc(Br)cc2)nnc1-c1ccccn1
42	-2%	8%	-9%	11%	-11%	-0.1%	2.1%	0.4%	2%	CC1CCN(c2c(NCC3CCC(C(=O)NCCCc4ccccc4)CC3)c(=O)c2=O)CC1 (configuration not stated)
43	6%	-6%	2%	4%	-4%	0.8%	-4.2%	-1.2%	8%	O=C(NC(CC(=O)N1CCN(c2ccc([N+](=O)[O-])cc2)CC1)c1ccccc1)c1ccccc1Cl (configuration not stated)
44	-6%	-7%	2%	-8%	-7%	-0.1%	-1.2%	-1.2%	-1%	COc1cc(/C=N/n2c(C)nc3ccccc3c2=O)cc(OC)c1O
45	12%	-9%	6%	-3%	-8%	-0.1%	1.2%	0.3%	-1%	O=C(CS(=O)(=O)c1ccccc1)Nc1nccs1
46	10%	-1%	7%	1%	-7%	0.1%	12%	2.3%	0%	COCc1cc(C)nc(N)c1C#N
47	5%	-18%	-1%	-6%	-56%[20 µM]	-0.2%	1.9%	0.0%	0%	CC(=O)c1ccc(NC(=O)c2ccccc2-c2ccccc2C(=O)O)cc1
48	9%	25%	11%	8%	13%	0.2%	-9.0%	-1.8%	4%	Cc1cc2nccc(-c3ccncc3)n2n1
49	-1%	-30%	4%	1%	-4%	-0.5%	-4.7%	-0.6%	-2%	Cc1cc(N2CCOCC2)n2nc(-c3cccc(F)c3)cc2n1
50	0%	5%	-14%	4%	-26%	-0.4%	3.0%	0.9%	-5%	O=[n+]1c2c(n([O-])c3c1CCCC3)CCCC2
51	-14%	-46%	10%	0%	-17%	0.1%	3.4%	0.2%	2%	Cc1ccc(NC2=C/C(=N/S(=O)(=O)c3cccs3)c3ccccc3C2=O)cc1C
52	23%	-23%	-4%	6%	4%[20 µM]	-0.1%	/	0.4%	-3%	O=C(Cc1cccc2ccccc12)N/N=C/c1ccc(O)c([N+](=O)[O-])c1
53	9%	-15%	5%	13%	-7%	-0.3%	-1.1%	0.5%	-2%	O=C(NNC(=O)c1sccc1-n1cccc1)c1ccc(Cl)cc1
54	-6%	-28%	-10%	1%	-17%	0.1%	-2.3%	0.3%	5%	Cc1c(NC(=O)C2CC(c3cccc(Br)c3)=NO2)c(=O)n(-c2ccccc2)n1C (configuration not stated)

In the list so far, these contain a thiophene ring, fused or not.
No.	GPR35 antagonists	NOD1 inhibition	GPR55 antagonists	AID2073	KOR beta-arrestin-1	GPR55 activation	KOR beta-arrestin-2	HIV fusion peptide	SIAH1 antagonists	Molecule
7	0%	-46%	-12%	28%	-2%	-0.1%	-0.3%	-0.2%	0%	Brc1cc(Br)c2nc(-c3cccs3)ccc2c1
11	-1%	6%	3%	-6%	-11%	0.1%	0.5%	0.4%	-3%	O=C(CCNS(=O)(=O)c1cccs1)N1CCN(c2ccc(F)cc2)CC1
17	16%	-21%	10%	9%	-28%	-0.1%	4.5%	3.8%	1%	COC(=O)CC(NS(=O)(=O)c1cccs1)c1ccc2c(c1)OCO2 (configuration not stated)
34	0%	10%	-2%	-7%	2%	-0.1%	-4.8%	-1.7%	2%	Cc1cc(NC(=O)CSc2nc(C(C)C)nc3sc(C)c(C)c23)no1
36	5%	0%	-8%	41%	-19%	0.2%	-2.8%	0.4%	-2%	Cc1nc(N2CCN(c3ccccn3)CC2)c2c(C)c(C(=O)Nc3c(C)cc(Br)cc3C)sc2n1
51	-14%	-46%	10%	0%	-17%	0.1%	3.4%	0.2%	2%	Cc1ccc(NC2=C/C(=N/S(=O)(=O)c3cccs3)c3ccccc3C2=O)cc1C
53	9%	-15%	5%	13%	-7%	-0.3%	-1.1%	0.5%	-2%	O=C(NNC(=O)c1sccc1-n1cccc1)c1ccc(Cl)cc1

Screening results from PubChem.

Not all compounds are listed, so the mix of outcomes need not match the whole.
